SENP8 inh = SENP8 protease inhibition; Q96LD8; purified SENP8, Z-RLRGG-aminoluciferin cleavage, luminescence; inhibition, % at 10 µM; 330,000 tested, 1.2% active
HKDC1 inhibitor = HKDC1 (human) hexokinase inhibition | Q2TB90 | AID 493160 | 340,000 tested, 0.16% active | inhibition, % at 20 µM | recombinant HKDC1, G6PDH/diaphorase resazurin coupled fluorescence;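 active = inhibition above about 35% when tested at 20 µM, limit read from the data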;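 also: plate controls were DMSO wells with enzyme for no effect and DMSO wells lacking enzyme for full effect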
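test system = in-house recombinant HK5 (HKDC1) enzyme | amount = HKDC1 at 5 µg/mL | control set = DMSO-enzyme wells negative, buffer-substituted wells positive | compound = one dose of 20 µM, 1% DMSO | schedule = reaction time 90 min, room temperature, protected from light | technique = resorufin fluorescence at 613 nm | reagent = glucose with 1 mM ATP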
Apaf1 inhib = human Apaf-1 inhibition; O14727; reconstituted apoptosome caspase-3 activity, DEVD-Rh110 fluorescence; inhibition, % at 20 µM; 330,000 tested, 0.71% active; active = inhibition of at least 40% at 20 µM;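 also: plate controls were DMSO wells for no effect and DEVD-CHO caspase inhibitor wells for full effect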
Target sequence (O14727 whole entry, looked up): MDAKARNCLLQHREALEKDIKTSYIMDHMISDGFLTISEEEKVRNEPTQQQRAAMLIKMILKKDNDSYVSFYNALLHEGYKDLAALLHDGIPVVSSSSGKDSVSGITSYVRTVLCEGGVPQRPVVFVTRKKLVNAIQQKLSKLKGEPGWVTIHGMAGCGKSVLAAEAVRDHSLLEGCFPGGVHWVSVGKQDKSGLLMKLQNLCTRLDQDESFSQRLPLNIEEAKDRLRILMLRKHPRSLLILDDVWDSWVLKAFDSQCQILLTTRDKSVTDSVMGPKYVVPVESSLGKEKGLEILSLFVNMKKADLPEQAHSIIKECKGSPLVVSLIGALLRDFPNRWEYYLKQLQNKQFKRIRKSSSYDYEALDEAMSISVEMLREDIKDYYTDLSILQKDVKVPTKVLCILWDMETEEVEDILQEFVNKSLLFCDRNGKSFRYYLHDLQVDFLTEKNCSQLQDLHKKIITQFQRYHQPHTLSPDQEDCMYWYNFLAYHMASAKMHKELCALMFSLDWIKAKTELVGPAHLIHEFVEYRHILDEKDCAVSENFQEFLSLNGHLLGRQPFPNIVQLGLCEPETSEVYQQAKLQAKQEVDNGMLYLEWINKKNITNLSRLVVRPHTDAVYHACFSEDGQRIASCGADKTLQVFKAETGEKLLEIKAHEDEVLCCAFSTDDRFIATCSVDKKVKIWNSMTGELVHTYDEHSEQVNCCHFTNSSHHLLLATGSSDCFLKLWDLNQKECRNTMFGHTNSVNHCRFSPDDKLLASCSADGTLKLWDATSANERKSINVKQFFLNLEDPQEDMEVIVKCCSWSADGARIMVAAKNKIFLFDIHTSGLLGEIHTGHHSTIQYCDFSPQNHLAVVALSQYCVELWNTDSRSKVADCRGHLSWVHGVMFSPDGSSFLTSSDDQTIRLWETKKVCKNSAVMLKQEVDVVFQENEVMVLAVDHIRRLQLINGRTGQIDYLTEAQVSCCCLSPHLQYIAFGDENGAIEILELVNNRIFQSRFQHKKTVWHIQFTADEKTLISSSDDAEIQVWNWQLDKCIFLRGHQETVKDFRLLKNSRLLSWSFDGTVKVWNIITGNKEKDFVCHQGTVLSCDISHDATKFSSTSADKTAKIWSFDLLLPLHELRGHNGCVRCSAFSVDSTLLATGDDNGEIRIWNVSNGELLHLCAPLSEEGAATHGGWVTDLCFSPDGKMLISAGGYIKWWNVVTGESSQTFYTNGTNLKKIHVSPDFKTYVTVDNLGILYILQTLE
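System – cell-free apoptosome with Apaf-1, procaspase-3 and caspase-9 · Buffer or medium – pH 7.5 Hepes buffer with CHAPS, BSA, DTT · Also added – cytochrome c with DEVD-Rh110 · Times – 30 min compound preincubation, 50 min activation, room temperature · Technique – Rh110 fluorescence intensity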
SENP7 inh = SENP7 protease inhibition; Q9BQF6; recombinant SENP7, Z-RLRGG-aminoluciferin luminescence, 40 min; inhibition, % at 5 µM; 330,000 tested, 1.5% active; AID 434973;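 active = inhibition above about 50% at the single test dose, limit read from the data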;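 also: plate controls were DMSO with enzyme for no effect and no enzyme buffer wells for full effect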
Jurkat NFkB inh = inhibitors of the PMA/ionomycin-induced NF-kB reporter in Jurkat cells; PMA/ionomycin-induced NF-kB luciferase reporter, luminescence; inhibition, % at 4 µM; 330,000 tested, 0.53% active; AID 435003
697 NFkB inh = lowers PMA/ionomycin-induced NF-kB signal in 697 B cells | 697 B-cell NF-kB luciferase reporter, 16 h | inhibition, % at 4 µM | 330,000 tested, 0.33% active | AID 435022; in the data active = inhibition above about 35%
UBC13 inh = human UBC13 polyubiquitination inhibition; 330,000 tested, 0.47% active; UBC13 polyubiquitin chain formation, TR-FRET; P61088; AID 485273; inhibition, % at 20 µM; in the data active = inhibition above about 45%, passing the limit was not always enough
Gli-Sufu antag = Gli-Sufu pathway antagonism. 340,000 tested, 0.74% active. AID 588413. inhibition, % at 5 µM. Sufu-KO-LIGHT fibroblasts, Gli luciferase reporter luminescence;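 active = inhibition above about 55%, limit read from the data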;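 also: 0% = DMSO-treated cells and 100% = wells with medium but no cells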
* = called active by the depositor; x = no result given. Rule as the data show it, unless noted: active = inhibition above about 50%; inactive = the rest.

no.	structure	UBC13 inh	SENP7 inh	Jurkat NFkB inh	697 NFkB inh	SENP8 inh	Gli-Sufu antag	Apaf1 inhib	HKDC1 inhibitor
1	Cc1ccc(-c2cc(C(=O)N3CCCC(C(F)(F)F)C3)c3ccccc3n2)o1 (centres undefined)	13	-2	-3	-14	-17	-12	19	1
2	COc1cc([N+](=O)[O-])ccc1NC(=S)Nc1cccc(C(=O)O)c1	-3	2	0	-5	-1	4	-10	-9
3	COc1ccc(OC)c(/C=N/N2CCN(c3ccc(Cl)cc3)CC2)c1	-3	-12	3	7	-1	4	3	-4
4	Cc1cc2ncn(C3CC(=O)N(C)C3=O)c2cc1C (centres undefined)	-3	-6	5	-4	-16	4	-6	-8
5	Cc1cccc(NC(=O)c2cc(-c3cc(Cl)ccc3O)n[nH]2)c1	5	-6	-69	-67	-8	-15	-3	-7
6	CSc1ccc(S(=O)(=O)NCCSC(C)(C)C)cc1	-3	1	7	-88	-1	3	12	0
7	O=C(NC1CCS(=O)(=O)C1)c1cccc(Br)c1 (centres undefined)	3	2	2	8	3	-9	5	-5
8	COC(=O)c1cccc(-n2nnnc2SCC(=O)Nc2nc3c(s2)CCCC3)c1	-2	-9	-15	-4	-12	-12	21	7
9	COC(=O)C1CCN(C(=O)/C=C/c2ccc(OC)cc2)CC1	-12	-2	-43	-82	-19	-72	3	4
10	CC(C)=CCC[C@](C)(O)C1CC[C@]2(C)C1[C@H](O)CC1[C@@]3(C)CC[C@H](O[C@@H]4O[C@H](CO)[C@@H](O)[C@H](O)[C@H]4O[C@@H]4O[C@H](CO)[C@@H](O)[C@H](O)[C@H]4O)C(C)(C)C3CC[C@]12C (some centres undefined)	19	-1	0	-34	3	-12	17	6
11	COc1ccc(NC(=O)c2ocnc2C)cc1OC	-4	-3	-5	1	-16	0	-4	-4
12	CCCCN1C(=O)C(=Nc2cccc3cnccc23)c2ccccc21	2	81*	16	-5	11	0	26	30

Further results
no.	structure	UBC13 inh	SENP7 inh	Jurkat NFkB inh	697 NFkB inh	SENP8 inh	Gli-Sufu antag	Apaf1 inhib	HKDC1 inhibitor
13	c1ccc(-c2noc(C3CCC3)n2)nc1	10	-5	-21	5	-5	-8	-23	-9
14	COc1cc(C(=O)Oc2ccccc2/C=N/NC(=O)c2ccc(Cl)cc2Cl)cc(OC)c1OC	1	8	-2	-68	8	8	9	-8
15	COc1cc(C(C)=O)ccc1OCC(O)CN1CCN(c2cc(C)cc(C)c2)CC1 (centres undefined)	-6	9	11	-48	-14	38	12	-3
16	O=C(/C=C/c1cccs1)NC(=S)Nc1ccccc1	-14	0	-17	-11	-5	-5	11	-5
17	Brc1ccccc1-c1nc(-c2ccccc2)no1	0	98*	-153	-303	95*	x	12	x
18	CCn1c(=O)cc(SCC(=O)N2CCN(C3CCCCC3)CC2)c2ccccc21	79*	2	14	48*	-6	97*	-10	5
19	O=C(c1ccccc1)N1CCCCC(Cl)C1=O (centres undefined)	18	4	18	21	1	-4	3	-10
20	Clc1ccc2nc3c4ccccc4cnn3c2c1	31	98*	-160	-174	95*	-42	1	0
21	O=C(NCCS(=O)(=O)c1ccc(Br)cc1)c1ccccc1	9	-7	7	1	-9	-19	-6	-6
22	CNc1nc(-c2ccccc2)nc(-c2ccccc2)c1C#N	-11	-7	-25	-18	-8	-11	0	0
23	COc1ccc(S(=O)(=O)N2CCOC23CCN(S(=O)(=O)c2ccc(Cl)cc2)CC3)cc1	-6	3	12	6	2	10	11	-3
24	Cc1ccc(S(=O)(=O)NCCC2=CCCCC2)cc1	2	12	0	-18	-4	-5	15	-1

Just 697 NFkB inh and Jurkat NFkB inh, for two of the compounds above:
no.	mol	697 NFkB inh	Jurkat NFkB inh
14	COc1cc(C(=O)Oc2ccccc2/C=N/NC(=O)c2ccc(Cl)cc2Cl)cc(OC)c1OC	-68	-2
15	COc1cc(C(C)=O)ccc1OCC(O)CN1CCN(c2cc(C)cc(C)c2)CC1 (centres undefined)	-48	11

More entries follow:
no.	structure	UBC13 inh	SENP7 inh	Jurkat NFkB inh	697 NFkB inh	SENP8 inh	Gli-Sufu antag	Apaf1 inhib	HKDC1 inhibitor
25	O=C(c1ccc(OC2CCN(Cc3cccc(OCCO)c3)CC2)cc1)N1CCCC1	-2	-16	-4	2	-5	13	7	-3
26	CCOC(=O)C(Cc1ccc(Cl)cc1Cl)c1ccno1 (centres undefined)	3	6	-2	9	1	-10	5	5
27	CCC(C)(C)n1nnnc1C(c1cc2cc(OC)ccc2[nH]c1=O)N1CCc2ccccc21 (centres undefined)	9	3	8	11	-4	17	15	9
28	CCC(=O)Nc1ccc(-c2nnc(SCC(=O)Nc3nccs3)n2C)cc1	0	7	-1	-7	2	6	10	2
29	O=C1CCCN2N=C(SCC(=O)Nc3ccc(OC(F)(F)F)cc3)SC2=N1	-2	-4	8	4	1	6	4	-2
30	Cc1cc(NC(=O)CSc2nc3ccccc3c(=O)n2CCCC(=O)NCc2ccco2)n[nH]1	-15	-3	10	-25	-4	-14	4	2
31	O=C(ON=C1CCN(S(=O)(=O)c2ccccc2)CC1)c1cccc(Cl)c1	8	17	18	-4	2	0	20	2
32	CCOc1ccc(C(=O)/C=C/c2ccc(SC)cc2)cc1	25	-13	-8	19	-3	1	1	-2
33	CC(C)COc1ccc(-c2nn(-c3ccccc3)cc2CO)cc1	6	8	-1	-12	6	-2	26	1
34	CCOc1ccc(Br)cc1S(=O)(=O)Nc1ccc(C(=O)OCC(=O)N(C)c2ccccc2)cc1	-9	7	11	21	-5	6	19	16
35	O=C(NNC(=S)NCc1ccc(Cl)cc1)c1ccc(Br)o1	-1	-3	0	-3	-2	-6	-7	-12
36	Cc1cccc(NC(=O)CN2C(=O)N/C(=C\c3ccccc3OCc3ccc(C(=O)O)cc3)C2=O)c1	-17	7	-16	5	-2	-4	8	-2

Three of the compounds above, with two lines to a compound.
Sequence of screens – UBC13 inh, SENP7 inh, Jurkat NFkB inh, 697 NFkB inh, SENP8 inh, Gli-Sufu antag, Apaf1 inhib, HKDC1 inhibitor
14	COc1cc(C(=O)Oc2ccccc2/C=N/NC(=O)c2ccc(Cl)cc2Cl)cc(OC)c1OC
 : 1, 8, -2, -68, 8, 8, 9, -8
15	COc1cc(C(C)=O)ccc1OCC(O)CN1CCN(c2cc(C)cc(C)c2)CC1 (centres undefined)
 : -6, 9, 11, -48, -14, 38, 12, -3
16	O=C(/C=C/c1cccs1)NC(=S)Nc1ccccc1
 : -14, 0, -17, -11, -5, -5, 11, -5

(list continues)
no.	structure	UBC13 inh	SENP7 inh	Jurkat NFkB inh	697 NFkB inh	SENP8 inh	Gli-Sufu antag	Apaf1 inhib	HKDC1 inhibitor
37	Cc1c(Cl)cccc1NC(=S)NN	8	5	8	1	5	3	-3	-8
38	CCc1cccc(C)c1NC(=O)CN1C(=O)NC(Cc2ccccc2)C1=O (centres undefined)	-2	2	-4	28	-1	1	-5	-6
39	CCOc1ccc(N2CC(O)(c3ccc(F)cc3)[N+]3=C2CCCC3)cc1 (centres undefined)	9	-6	-2	5	0	20	0	-5
40	Cc1ccc(CNC(=O)CSCC(=O)O)cc1	-13	-10	-9	18	-6	3	6	-4
41	COc1ccccc1CCNC(=O)CNC(=O)Cc1cccc2ccccc12	0	9	10	-5	-12	2	5	-3
42	COC(=O)c1cccc(NC(=S)NCc2ccc(Cl)cc2)c1	4	1	5	-3	-4	-1	1	-6
43	COc1ccc(C2Nc3ccccc3C(=O)N2c2ccc(F)cc2)cc1CSc1ccccn1 (centres undefined)	8	6	26	-71	-5	-37	2	5
44	CCOC(=O)c1ccc(Oc2nc(NC)nc(OC)n2)cc1	4	-2	-5	-14	-3	5	2	-2
45	CCN(CC)c1ccc(C(=O)OCC(=O)N(C)Cc2ccccc2)cc1	18	2	4	10	-2	3	5	-7
46	COc1ccccc1CNC(=O)COC(=O)/C=C/c1ccc(OC(F)F)c(OC)c1	-4	-4	15	18	-8	-2	-6	-6
47	CNC(=O)C1Cc2ccccc2CN1S(=O)(=O)c1ccc(OC)c(OC)c1 (centres undefined)	0	6	-17	-13	7	21	-7	-3
48	Cn1c2c(c(=O)n(C)c1=O)C(c1cccc([N+](=O)[O-])c1)Nc1ccccc1O2 (centres undefined)	-2	-2	-6	-11	1	8	0	-3

Further results follow.
no.	structure	UBC13 inh	SENP7 inh	Jurkat NFkB inh	697 NFkB inh	SENP8 inh	Gli-Sufu antag	Apaf1 inhib	HKDC1 inhibitor
49	O=C(Cc1ccc([N+](=O)[O-])cc1)N/N=C/c1ccco1	1	-3	-4	-5	0	-4	-12	-2
50	COc1ccc(OCC(=O)Nc2ccc3c(c2)nc(CCN2CCN(C)CC2)n3C)cc1	-2	-3	-10	-10	-6	51	17	1
51	Cc1ccsc1/C=N/NC(=O)c1ccncc1	-28	-11	-6	-23	-13	-2	2	0
52	CCOC(=O)c1c(NC(=O)CSc2nnc(Cc3ccccc3)o2)sc(C)c1C	1	2	-11	-1	1	-2	26	4
53	Cc1nc2cc(NC(=O)NCc3ccco3)ccc2o1	-6	7	-15	-3	-8	7	-14	-3
54	COc1ccc(S(=O)(=O)Nc2ccc(Oc3ccsc3C(=O)O)cc2)cc1	-4	-6	0	-7	-7	0	-1	2
55	COc1cc(/C=C/C(=O)OCC(=O)NC(=O)NC(C)C)cc(OC)c1OC	6	-2	1	22	3	1	4	-3
56	Cc1c(Cl)cccc1NC(=O)COC(=O)c1c2c(nc3ccccc13)CCN(Cc1ccccc1)C2	-2	4	0	11	-4	28	18	14
57	O=C1C(Cl)=C(N2CCOCC2)C(=O)N1c1cccc(C(F)(F)F)c1	-8	1	9	19	-3	-1	13	8
58	O=C(c1ccccc1)c1ccc(OCCn2cnc3ccccc3c2=O)cc1	3	10	-1	13	-4	6	6	0
59	Cc1ccc(Cn2cccc(NC(=O)c3ccco3)c2=O)cc1	8	-5	-16	-2	-9	-29	-1	3
60	CC(=O)N/C(=C\c1ccccc1)C(=O)OCC(=O)N(C)C1CCS(=O)(=O)C1 (centres undefined)	1	1	-3	-1	6	5	-10	-5

Marked active in UBC13 inh, of those listed so far:
| # | compound | UBC13 inh | SENP7 inh | Jurkat NFkB inh | 697 NFkB inh | HKDC1 inhibitor |
| --- | --- | --- | --- | --- | --- | --- |
| 18 | CCn1c(=O)cc(SCC(=O)N2CCN(C3CCCCC3)CC2)c2ccccc21 | 79* | 2 | 14 | 48* | 5 |

Next structures
no.	structure	UBC13 inh	SENP7 inh	Jurkat NFkB inh	697 NFkB inh	SENP8 inh	Gli-Sufu antag	Apaf1 inhib	HKDC1 inhibitor
61	CCCN(CC(=O)Nc1ccccc1OC)Cc1c(O)ccc2ccccc12	12	6	4	-3	-5	-3	17	9
62	CN(C)/C=N/C(=S)Nc1ccccc1Cl	2	1	-6	-12	-12	-12	-4	-13
63	O=c1ccc(-c2ccccc2)no1	1	-3	4	4	-4	5	-10	-2
64	CCOc1ccc(C(C)NC(=S)NC2CCCCC2)cc1OCC (centres undefined)	4	5	2	0	-2	15	4	7
65	O=C1OCCC1Sc1nnc(-c2ccco2)n1-c1ccccc1 (centres undefined)	17	9	-7	17	3	4	-20	-5

Screening results deposited in PubChem BioAssay by Sanford-Burnham Center for Chemical Genomics.

Hits appear at their usual frequency, and some 3.6% of all compounds hit somewhere here.
